Screening data deposited in PubChem BioAssay by Sanford-Burnham Center for Chemical Genomics.
STEP inh: STEP (human) phosphatase inhibition | P54829 | recombinant STEP, OMFP fluorogenic substrate, fluorescence | inhibition, % at 20 µM | 360,000 tested, 0.25% active;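 active = inhibition at 20 µM, scaled per plate between control wells, above about 37%, limit read from the data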;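 also: 0% = DMSO with enzyme and substrate and 100% = substrate only without enzyme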
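Assay system: isolated STEP enzyme. Buffer or medium: pH 6.0 Bis-Tris with DTT and Tween 20. Also added: fluorogenic phosphatase substrate OMFP at 25 µM final. Dosing: 20 µM, 1% DMSO. Timing: 20 min reaction, room temperature, in the dark. Measured by: fluorescence intensity, excitation 480 nm, emission 540 nm. Evaluation: normalized % inhibition.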
DNMT1 block: DNMT1 (human) enzyme inhibition; P26358; DNMT1 molecular beacon, Hinp1I cleavage, fluorescence; inhibition (reported as % activation of signal), % at 10 µM; 360,000 tested, 0.83% active; AID 588458; in the data active = inhibition above about 50%
Rpn11 block: inhibitors of human proteasome Rpn11; O00487; human 26S proteasome, Ub4-pepOG fluorescence polarization; 20S core pre-blocked with epoxomicin; calls only at 20 µM; 360,000 tested, 0.59% active; AID 588493;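 active = inhibition at 20 µM, scaled to each plate's controls, above about 33%, limit read from the data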
NadD block: blocks S. aureus nicotinate mononucleotide adenylyltransferase; purified NadD enzyme, colorimetric absorbance read-out; inhibition, % at 20 µM; 360,000 tested, 0.78% active; AID 602399; in the data active = inhibition above about 26%; also: some compounds past the cut are filed as inactive
SUMO1-SIM PPI: modulators of human SUMO1-mediated protein-protein interactions | P63165 | SUMO1 binding to a labelled peptide, TR-FRET, 1 h | inhibition, % at 20 µM | 360,000 tested, 0.33% active | AID 602429; in the data active = inhibition above about 37%
MT1-MMP act inh: inhibitors of human MT1-MMP activation; P50281; HT1080 RFP-PRO-GFP cells, GFP/RFP ratio fluorescence, overnight; percent of plate control window, DMSO zero; GFP/RFP ratio change, % at 20 µM; 360,000 tested, 0.061% active;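 active = GFP/RFP ratio change of at least 30% with cell ATP level not reduced by more than half and red fluorescence within 50% of control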; also: strong numbers were not always called active
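Material – HT1080 RFP-PRO-GFP cells · Control set – DMSO wells and RFP-L50D-GFP cells · Incubation – overnight cell settling, then overnight compound exposure, 37 °C, 5% CO2 · Compound dosing – single-point 20 µM compound, 1% DMSO · Read-out – GFP/RFP fluorescence ratio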
CendR NRP1 mod: alters CendR peptide binding to human NRP-1; FAM-RPARPAR peptide binding to NRP-1, fluorescence polarization; AID 602438; 360,000 tested, 0.85% active; O14786; inhibition, % at 25 µM;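 active = inhibition or corrected inhibition above about 18%, plus a signal ratio from 0.5 to 1.5, limit read from the data, passing the limit was not always enough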; also: strong numbers were not always called active
Target sequence (O14786 whole entry, looked up): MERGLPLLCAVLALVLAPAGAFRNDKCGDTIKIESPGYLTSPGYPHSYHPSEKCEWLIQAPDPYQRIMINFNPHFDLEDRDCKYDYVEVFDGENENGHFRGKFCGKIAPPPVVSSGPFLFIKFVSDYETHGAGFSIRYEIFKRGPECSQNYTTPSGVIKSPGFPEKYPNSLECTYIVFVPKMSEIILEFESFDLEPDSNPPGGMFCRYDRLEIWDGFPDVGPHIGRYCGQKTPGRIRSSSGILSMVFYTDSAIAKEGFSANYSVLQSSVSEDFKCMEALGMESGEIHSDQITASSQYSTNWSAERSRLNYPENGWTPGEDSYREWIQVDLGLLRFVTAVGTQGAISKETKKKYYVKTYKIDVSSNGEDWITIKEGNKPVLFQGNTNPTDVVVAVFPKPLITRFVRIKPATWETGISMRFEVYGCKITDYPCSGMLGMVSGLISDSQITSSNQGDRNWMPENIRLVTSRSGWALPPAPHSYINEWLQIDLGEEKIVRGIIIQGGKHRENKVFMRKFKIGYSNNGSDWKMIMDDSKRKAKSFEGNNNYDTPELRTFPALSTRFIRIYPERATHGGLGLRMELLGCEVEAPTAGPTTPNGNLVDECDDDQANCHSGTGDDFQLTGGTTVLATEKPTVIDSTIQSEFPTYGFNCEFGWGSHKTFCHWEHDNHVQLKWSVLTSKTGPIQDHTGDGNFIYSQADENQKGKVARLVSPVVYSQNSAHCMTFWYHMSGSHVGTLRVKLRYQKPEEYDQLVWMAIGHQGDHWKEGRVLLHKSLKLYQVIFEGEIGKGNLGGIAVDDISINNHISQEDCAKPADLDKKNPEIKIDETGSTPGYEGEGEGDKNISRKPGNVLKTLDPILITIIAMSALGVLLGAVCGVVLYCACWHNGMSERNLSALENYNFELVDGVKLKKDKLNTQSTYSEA
Scp1 inh: inhibitors of human Scp-1 phosphatase; Recombinant Scp1, phosphopeptide, malachite green phosphate absorbance; inhibition, % at 20 µM; 340,000 tested, 0.88% active; AID 493091;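 active = inhibition above about 50% at 20 µM, limit read from the data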;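 also: plate controls were DMSO wells with enzyme for no effect and wells lacking enzyme for full effect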
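Incubation: 45 min enzyme reaction at room temperature / System: truncated SCP-1 phosphatase (76-261aa) / Reagent: Phospho 17-mer peptide substrate / Buffer or medium: Acidic Tris acetate buffer with magnesium and detergent / Signal: absorbance at 630 nm / Doses: one concentration, 20 µM, with 1.0% DMSO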
LMPTP inh: LMPTP (human) inhibition | recombinant LMPTP-A, OMFP fluorogenic substrate, fluorescence intensity | P24666 | AID 651560 | 360,000 tested, 0.22% active | inhibition, % at 20 µM;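 active = compounds that cut the enzyme signal by at least half of the control window in the single-dose screen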;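 also: plate controls were DMSO wells with enzyme plus substrate for no effect and substrate without enzyme for full effect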
Target sequence (P24666 whole entry, looked up): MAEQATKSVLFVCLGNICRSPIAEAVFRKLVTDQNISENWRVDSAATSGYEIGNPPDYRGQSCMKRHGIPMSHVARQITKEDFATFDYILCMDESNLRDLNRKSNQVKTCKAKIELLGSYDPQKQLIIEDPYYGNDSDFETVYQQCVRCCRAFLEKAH
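Assay system: LMPTP-A, protein tyrosine phosphatase of low molecular weight / Medium: pH 6.0 Bis-Tris buffer with DTT and Triton X-100 / Schedule: 50 min enzyme reaction at room temperature, protected from light / Measured by: endpoint fluorescence intensity from OMFP dephosphorylation / Read-out basis: % inhibition relative to no-enzyme and uninhibited control wells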
SKN-1 inh: inhibitors of C. elegans SKN-1; 360,000 tested, 0.49% active; C. elegans VP596 Pgst-4::GFP/RFP ratio, acrylamide-induced, 24 h; inhibition, % at 21.8 µM;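 active = interference check ratio from 0.5 to 1.5 plus GFP to RFP signal ratio inhibition reaching or exceeding a fixed threshold, cut at about 30% in these data, passing the limit was not always enough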; also: some compounds called inactive have numbers as strong as hits
Active calls of the source: *; i = inactive; . = no result given; & = joins results of further samples.

Second line of a record – DNMT1 block | CendR NRP1 mod | LMPTP inh | SUMO1-SIM PPI | MT1-MMP act inh | Rpn11 block | SKN-1 inh | NadD block | STEP inh | Scp1 inh
CC1CCCN(C(=O)c2cc(S(=O)(=O)N3CCCCC3)c[nH]2)C1 (stereo not drawn)
    -0.6 | -2.3 | -0.6 | 0.0 | 1.1 | i | -1.7 | 4.0 | 0.3 | 2.9
Cn1c(=O)c2c(nc3n2CCS3)n(C)c1=O
    3.3 | -2.7 | -1.1 | -3.4 | 2.9 | i | 7.0 | 0.8 | 1.1 | -4.1
FC(F)(F)C1=Nc2cccc3cccc(c23)N1
    108.2* | 38.4* | 87.1* | 117.2* | 6.3 | i | 18.7 | 72.2* | 18.1 | -0.8
COc1ccc(C(=O)/C=C/N(C)C)cc1OC
    -1.6 | 0.4 | 0.2 | -3.2 | -2.4 | i | 7.6 | -3.7 | -1.7 | 37.0
O=C(Nc1cccc(Cl)c1Cl)Nn1cnnc1
    1.9 | -1.5 | -2.1 | 1.4 | 1.7 | i | -3.8 | -8.7 | 0.4 | -6.0
COc1cccc(-n2c(=O)[nH]cc(C(=O)Nc3ccc(NC(C)=O)cc3)c2=O)c1
    -1.8 | -0.7 | -0.8 | 2.0 | 0.5 | i | 3.0 | 6.4 | 0.5 | -4.5
CC(=O)NC(c1cccs1)c1cc(Br)c2cccnc2c1O (stereo not drawn)
    1.9 | -1.0 | 3.5 | -5.3 | 1.5 | i | -2.5 | 11.5 | 1.7 | .
O=C(NN1C(=O)C2C3C=CC(O3)C2C1=O)c1cccc(O)c1 (stereo not drawn)
    1.2 | -5.1 | -2.0 | -1.1 | 4.9 | i | -0.4 | -2.4 | -3.7 | -6.5
N=c1c2c(ncn1CCCO)Oc1ccc3ccccc3c1C2c1ccccc1 (stereo not drawn)
    -1.9 | -6.4 | 0.6 | -5.9 | 0.0 | i | 1.5 | -3.9 | 0.0 | -10.5
COc1ccc2ccccc2c1/C=N/NC(=O)c1sc(N)c(C#N)c1C
    -15.5 | -9.8 | 2.3 | 0.9 | 4.2 | i | 0.0 | 25.1 | 0.1 | -11.7
C=CCN(c1ccccc1)S(=O)(=O)c1cccc(C(=O)N(CC)CC(=O)Nc2c(F)cccc2F)c1
    1.3 | 17.9 | -0.9 | 6.0 | -5.7 | i | -14.0 | -3.3 | -2.0 | -12.6
CC(CN(C)Cc1ccccc1)OC(=O)c1ccc(F)cc1 (stereo not drawn)
    -0.7 | 3.5 | -1.7 | 1.0 | -5.5 | i | -4.9 | -2.2 | 1.6 | -9.7
CCOC(=O)CC(=O)CSc1nc2cc(C)ccc2cc1C
    -3.9 | 2.5 | 1.0 | -1.6 | -8.3 | i | 18.3 | -3.4 | 1.0 | -2.2
CN1CCN(c2ccc(NC(=O)c3ccc(Br)o3)cc2)CC1
    -0.4 | -4.8 | 1.3 | -0.8 | -2.3 | i | 15.2 | -0.5 | 3.7 | -4.7
CC(=O)N(C(C)=O)c1ccc(Oc2ccc(Oc3ccc(N(C(C)=O)C(C)=O)cc3)cc2)cc1
    1.5 | 16.4 | 0.8 | 2.4 | -5.3 | i | 0.5 | -2.2 | 1.1 | .
CC1CC(C)CN(CCCNC(=O)c2cn(C)c3ccc(S(=O)(=O)N4CCCC4)cc3c2=O)C1 (stereo not drawn)
    3.3 | -9.1 | 2.2 | 6.9 | -4.2 | i | -6.1 | -1.5 | -0.3 | -4.0
CC(C)(C)c1nc2ccc(Cl)cn2c1CC1CCCCC1
    24.5 | 4.9 | 4.2 | 2.8 | 6.0 | i | 11.5 | 3.9 | 0.8 | .
C=CCNc1c2c(nc3nnnn13)CCCC2
    0.2 | -5.6 | -0.5 | -2.3 | 3.7 | i | 14.9 | 1.7 | -0.3 | -1.0
O=C(CN(c1cccc([N+](=O)[O-])c1)S(=O)(=O)c1ccccc1)N(Cc1ccccc1)Cc1ccccc1
    -2.2 | 6.9 | 2.2 | -2.5 | -4.2 | i | -1.5 | -1.0 | -2.8 | -17.0
CCOc1ccc(NC(=O)CNC(=O)COc2ccccc2)cc1
    4.3 | 2.9 | -0.4 | 1.4 | 4.5 | i | 3.0 | -4.7 | -4.9 | -6.7
O=C1C(Cc2ccccc2)Nc2ncnc(N3CCN(c4ccccc4)CC3)c2N1Cc1ccc(Br)cc1 (stereo not drawn)
    -7.0&-4.8 | 1.7&-10.6 | 0.3&3.2 | -4.5&2.4 | -12.2&-10.4 | i | -2.2&10.6 | 41.7* | 0.4&0.2 | 12.4
Cc1ccc(C(=O)Nc2ccc(-c3csc(C)n3)cc2)cc1
    -0.5 | 3.9 | -0.3 | -1.8 | -0.5 | i | 2.1 | -4.2 | -1.5 | 1.8
Cn1c(SCC(=O)Nc2ccc(F)cc2)nnc1C1CC1
    -0.1 | 0.6 | 0.0 | 2.9 | -2.8 | i | 15.6 | 2.2 | -2.0 | -0.8
Cc1ccc(NC(=O)N2CCCc3ccccc32)cc1
    0.9 | 4.3 | -1.8 | -3.1 | 0.8 | i | 5.8 | -6.5 | -2.8 | -3.9
O=C(Nc1cc(Cl)ccc1-n1cncn1)c1ccccc1OC(F)F
    -0.6 | -2.8 | -1.0 | 6.2 | -0.7 | i | -2.7 | 0.4 | -0.7 | -0.8
COCCCNC(=O)c1ccc(S(=O)(=O)c2ccc(C)cc2)c(NC(C)=O)c1
    2.4 | -3.5 | -2.0 | 1.7 | 3.9 | i | 3.8 | -4.7 | -2.0 | -10.0
Cc1ccc(N2CC(C(=O)NCCS(=O)(=O)N3CCN(c4ccc(F)cc4)CC3)CC2=O)cc1 (stereo not drawn)
    3.4 | 0.3 | 0.0 | 8.2 | 2.2 | i | -3.9 | 6.4 | -1.9 | -6.2
Cc1ccc(OCCCn2cc(C#N)c3ccccc32)cc1
    0.4 | -19.4 | 4.7 | -0.4 | -3.0 | i | 18.1 | 5.6 | 0.6 | -11.5
Cc1occc1-c1nnc(SCC(=O)N2CCc3ccccc32)o1
    6.1 | -1.6 | 0.8 | 0.7 | -11.9 | i | -2.7 | -1.3 | -1.1 | -5.9
COc1cccc(-c2cnc(C(O)c3ccc(C)cc3)[nH]2)c1 (stereo not drawn)
    -2.2 | -1.1 | -1.7 | -1.2 | -0.7 | i | -13.1 | -0.5 | 2.1 | .
O=C(CCCC(=O)N(c1ccc2c(c1)OCCO2)C(C(=O)NC1CCCCC1)c1ccc(F)cc1)Nc1ccccn1 (stereo not drawn)
    4.2 | 4.0 | -0.3 | 1.5 | -22.5 | i | -8.9 | 8.2 | -4.7 | 3.5
CCC(c1nnnn1Cc1ccccc1)N1CCN(C/C=C/c2ccccc2)CC1 (stereo not drawn)
    0.1 | 20.0 | -0.3 | 1.6 | 1.1 | i | 16.7 | -0.2 | -1.4 | .
COc1ccc([C@H]2CC(=O)C=C(c3ccc4ccccc4c3)C2)cc1OC
    -12.7 | 2.0 | 5.8 | -17.5 | 2.3 | i | 15.8 | -3.2 | 0.5 | -8.6
COc1cccc2c(=O)cc(C)n(CC(=O)Nc3ccccc3C)c12
    3.6 | -2.7 | -0.6 | 6.4 | -1.3 | i | 2.0 | 4.8 | 1.0 | 0.7
CCOc1ncccc1C(=O)NCc1ccc(C)cc1
    4.6 | -9.8 | -1.1 | -0.3 | -1.2 | i | -1.6 | -2.8 | 2.9 | -2.3
Cc1ccc(-c2cc(-c3ccccc3)no2)cc1
    8.2 | 1.6 | 1.6 | 1.7 | -1.3 | i | -4.2 | 8.8 | -0.8 | 39.3
Cn1c(=O)[nH]c2c(nc(-c3ccc(Cl)cc3)n2C)c1=O
    -1.9 | 4.2 | -0.6 | 3.2 | -2.2 | i | 1.0 | -0.3 | 2.2 | -4.5
CC(CNS(=O)(=O)c1cc(Cl)ccc1Cl)CN(C)C (stereo not drawn)
    -2.0 | 11.9 | 0.1 | -3.9 | 4.7 | i | 12.4 | -10.1 | -2.9 | -4.3
CC(C)c1c(Cl)c(O)c(-c2ccccc2)c(=O)n1-c1ccc(F)cc1
    1.8 | 3.9 | -2.2 | 4.4 | 4.9 | i | 13.4 | 8.6 | -3.6 | -4.2
Cc1ccccc1Cn1nc(C)c(NC(=O)c2nc3n(n2)C(C(F)F)CC(C)N3)c1C (stereo not drawn)
    -2.5 | 11.7 | -0.8 | -0.3 | 3.3 | i | 13.2 | 4.2 | -2.6 | -7.4

3 compounds already listed, arranged by their value in Scp1 inh, ascending.
smiles | Scp1 inh
Cc1ccc(N2CC(C(=O)NCCS(=O)(=O)N3CCN(c4ccc(F)cc4)CC3)CC2=O)cc1 (stereo not drawn) | -6.2
CCOc1ncccc1C(=O)NCc1ccc(C)cc1 | -2.3
O=C1C(Cc2ccccc2)Nc2ncnc(N3CCN(c4ccccc4)CC3)c2N1Cc1ccc(Br)cc1 (stereo not drawn) | 12.4

(further entries)
Second line of a record – DNMT1 block | CendR NRP1 mod | LMPTP inh | SUMO1-SIM PPI | MT1-MMP act inh | Rpn11 block | SKN-1 inh | NadD block | STEP inh | Scp1 inh
CCC(=O)Nc1c(C(=O)N2CCN(c3ccccn3)CC2)cnn1-c1ccc(C)cc1
    3.4 | 2.0 | -1.2 | 1.2 | 1.4 | i | -0.7 | -1.9 | 3.2 | -9.1
CN(c1ccccc1)S(=O)(=O)c1cccc(NC(=O)CCNC(=O)c2ccco2)c1
    -6.4 | 8.0 | -4.2 | -2.1 | 2.6 | i | -17.4 | -7.1 | -3.0 | .
Cc1ccc(C)c(N2CCN(C(=O)c3ccc(Cl)c(NC4=NC5CS(=O)(=O)CC5S4)c3)CC2)c1 (stereo not drawn)
    -3.6 | 13.0 | 0.7 | 6.7 | 4.3 | i | -3.0 | 10.7 | 0.5 | -8.6
COCCn1nnnc1SCC(=O)c1ccc(F)cc1
    0.9 | -2.8 | -0.3 | -1.6 | -6.0 | i | 6.5 | -0.2 | 0.2 | -4.8
O=C(CSc1nc2ccccc2c(=O)n1-c1ccc(F)cc1)NCc1ccco1
    28.7 | 0.9 | 3.7 | 1.9 | 7.8 | i | 11.2 | 4.9 | 1.6 | 30.6
CC(C)CCNC(=O)NC(=O)COC(=O)/C=C/c1cc(Br)ccc1F
    -2.4 | 0.7 | -1.2 | -0.9 | 1.0 | i | 2.2 | 5.9 | 3.0 | -5.0
CC(C)n1c(=O)c2ccccc2n1C(=O)c1ccccc1
    -1.2 | 0.7 | -1.7 | 4.8 | 5.6 | i | 10.5 | -10.0 | 1.0 | .
CC(=O)N1CSCC1C(=O)N1CCN(c2ccc(N3CCOCC3)nn2)CC1 (stereo not drawn)
    0.2 | 2.0 | -0.5 | -7.0 | -1.6 | i | 2.3 | 7.8 | -1.0 | -2.8
